Source: PubChem (National Center for Advancing Translational Sciences (NCATS))
BAZ2B block: qHTS Assay for Inhibitors of BAZ2B; Bromodomain adjacent to zinc finger domain protein 2B (Homo sapiens), Q9UIF8; AlphaScreen BAZ2B-H3K14Ac peptide displacement; Potency, µM (top dose mostly 114 µM), for the others: top-dose activity change, negative = inhibition, hits mostly inhibitors; hit rate 4.4% among 360,000; AID 504333, 2011; note: potency is the fitted concentration of half-maximal effect; % is set by controls: 0 for no effect and ±100 for the full control effect; nearly all actives have a fitted effect of over 60% in size
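BAZ2B (50 nM) with biotin-H3(5-23)K14Ac peptide (50 nM) in PBS pH 7.4, 0.01% Tween-20, preformed 30 min, then compound 30 min at room temperature; top concentration 110uM. AlphaScreen streptavidin donor/nickel chelate acceptor beads (10 ug/mL final), 20 min dark, signal read.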
HP1b binding inh: HTS for Inhibitors of HP1-beta Chromodomain Interactions with Methylated Histone Tails | Chromobox protein homolog 1 (Homo sapiens), P83916 | AlphaScreen HP1-beta / biotin-H3K9me3 peptide binding | Potency, µM (top dose mostly 114 µM), inactives show at the top dose activity change, negative = inhibition, most hits filed as inhibitors | hit rate 0.56% among 390,000 | AID 540317, 2011; note: potency is the fitted concentration of half-maximal effect; nearly all actives have a fitted effect of over 70% in size; inactives centre near 23
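AlphaScreen: HP1-beta (50 nM) preformed 30 min with biotin-H3(1-18)K9me3 peptide (50 nM) in PBS pH 7.4, 0.01% Tween-20. Compound added for 30 min at RT, then streptavidin donor/nickel chelate acceptor beads (10 ug/mL) for 30 min.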
RGS4 inh: Inhibitors of Regulator of G Protein Signaling (RGS) 4: qHTS; Regulator of G-protein signaling 4 (Homo sapiens), P49798; Transcreener GDP fluorescence polarization, RGS4-accelerated GTP hydrolysis; Potency, µM (top dose mostly 114 µM), for inactives: at the highest dose activity change, negative = inhibition, usual class: inhibitors; hit rate 0.039% among 390,000; AID 504845, 2011; note: potency is the fitted concentration of half-maximal effect; % is set by controls: 0 for no effect and ±100 for the full control effect; nearly all actives have a fitted effect of over 75% in size; some results filed as inactive show a strong effect at the top dose
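MLSMR compounds (23 nl, pin-transferred) preincubated 10 min at room temperature with a 500nM (2x) first reagent, then RGS4 at 900nM (2x) plus Transcreener GDP mix added; fluorescence polarization (620/688 nm) read before and after 90 min at 30 °C.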
GLS inh: qHTS for Inhibitors of Glutaminase (GLS); Potency, µM (series often up to 45.5 µM), for inactives: at the top dose activity change, negative = inhibition, most hits filed as inhibitors; GLS enzymatic activity, qHTS titration; Glutaminase kidney isoform, mitochondrial (Homo sapiens), O94925; hit rate 0.21% among 410,000; note: potency is the fitted concentration of half-maximal effect; % is set by controls: 0 for no effect and ±100 for the full control effect
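Human kidney-isoform GLS in 45 mM KH2PO4 pH 8.2, 0.02% Tween-20, with compound, started with 1mM L-Glutamine (added stock). Glutamate oxidase/HRP/Amplex red coupled fluorescence read at start and after 30 min at RT.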
ALOX12 inh: Primary qHTS assay for inhibitors of human arachidonate 12S-lipoxygenase (ALOX12): Round 2. Polyunsaturated fatty acid lipoxygenase ALOX12 (Homo sapiens), P18054. purified 12hLO, xylenol orange hydroperoxide absorbance. Potency, µM (highest dose often 108 µM), for the others: top-dose activity change, negative = inhibition, most hits filed as inhibitors. hit rate 1.1% among 580,000. AID 1671190, 2021; note: potency is the fitted concentration of half-maximal effect; % is set by controls: 0 for no effect and ±100 for the full control effect
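Purified human 12hLO at 150 nM in 25 mM Hepes, 0.01% Triton X-100, pH 7.0, preincubated 15 min at room temperature with compound. Reaction started with 40 uM arachidonic acid, 30 min at room temperature. Hydroperoxide measured by Fe-xylenol orange, 573/405 nm absorbance ratio.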
PI4K2A block: qHTS for small molecular inhibitors of PI4K2A; Phosphatidylinositol 4-kinase type 2-alpha (Homo sapiens), Q9BTU6; purified PI4K2A, ADP-Glo luminescence, 1 h; active compounds read low; activity change, negative = inhibition, % at 76.9 µM; hit rate 0.13% among 420,000; AID 1346378, 2018; in the data active = activity change below about -50%; inconclusive = mostly about -30% to -49%;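 note: -100% = wells without enzyme as full effect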
Target sequence (Q9BTU6 whole entry, looked up): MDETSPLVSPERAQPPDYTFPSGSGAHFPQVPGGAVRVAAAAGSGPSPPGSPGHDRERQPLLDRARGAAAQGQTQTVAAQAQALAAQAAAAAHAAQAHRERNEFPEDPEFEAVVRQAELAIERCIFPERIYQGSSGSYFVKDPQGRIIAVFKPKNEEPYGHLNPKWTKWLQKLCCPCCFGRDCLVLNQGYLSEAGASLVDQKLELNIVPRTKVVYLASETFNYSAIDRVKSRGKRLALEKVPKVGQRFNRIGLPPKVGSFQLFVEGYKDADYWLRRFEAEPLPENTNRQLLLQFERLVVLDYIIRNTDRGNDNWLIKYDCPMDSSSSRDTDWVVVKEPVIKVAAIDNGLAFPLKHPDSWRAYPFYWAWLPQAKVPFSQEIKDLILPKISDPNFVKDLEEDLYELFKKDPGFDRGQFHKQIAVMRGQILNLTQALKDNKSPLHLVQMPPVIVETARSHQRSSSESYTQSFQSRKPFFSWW
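ADP-Glo luminescence measured ADP generated by PI4K2A enzyme (4 ug/mL before mixing) with 1.2 mM PI substrate (pre-mix) and 300 microM ATP (pre-mix). Tris pH7.5 buffer with MgCl2, Triton X-100; 1 h reaction at ambient temperature.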
ERG-DNA inh: qHTS for Small Molecule Inhibitors of the ERG Ets/DNA interaction; fluorescence polarization, His-ERG Ets domain / labelled DNA; Transcriptional regulator ERG (Homo sapiens), P11308; Potency, µM (top dose mostly 76.9 µM), inactives show at the highest dose FP activity, negative = inhibition, actives largely listed as inhibitors; hit rate 0.028% among 370,000; active = well fitted inhibition curve with a large enough effect in the polarisation, with a control signal flat; inconclusive = small, poorly fitted or top-dose-only effect, or effect the other way, or a change in a side signal; inactive = no such curve, though single readings can be large or run the other way; the % refers to the polarisation;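 note: polarization taken with two DNA probes labelled with fluorescein and Texas red; potency is the fitted concentration of half-maximal effect; % of control where 0% means no effect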
Target sequence (P11308 whole entry, looked up, the tested form may be a part): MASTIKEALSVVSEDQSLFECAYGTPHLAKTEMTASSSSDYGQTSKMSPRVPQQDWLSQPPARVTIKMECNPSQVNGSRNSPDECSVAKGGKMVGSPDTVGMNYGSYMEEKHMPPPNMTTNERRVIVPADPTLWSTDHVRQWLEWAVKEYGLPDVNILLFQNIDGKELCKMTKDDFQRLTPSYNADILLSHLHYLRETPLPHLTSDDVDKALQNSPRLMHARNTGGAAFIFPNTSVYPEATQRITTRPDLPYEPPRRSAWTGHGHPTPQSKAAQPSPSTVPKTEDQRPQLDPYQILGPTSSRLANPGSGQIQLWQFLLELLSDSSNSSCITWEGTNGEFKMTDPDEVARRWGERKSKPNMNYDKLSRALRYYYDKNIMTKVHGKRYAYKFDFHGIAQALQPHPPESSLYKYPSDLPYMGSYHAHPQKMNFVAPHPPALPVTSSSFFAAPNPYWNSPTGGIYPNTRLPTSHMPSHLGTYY
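His-tagged ERG Ets domain (1 uM in the protein solution; 300mM KCl, 50mM Tris-HCl, 1mM EDTA, 1mM DTT, pH 7.5) received compound, then a probe mix of 5 nM fluorescein-DNA and 100nM Texas-615-DNA. Fluorescence polarization was read for both dyes.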
JMJD2A Tudor: qHTS Assay for Inhibitors of JMJD2A-Tudor Domain | Potency, µM (top dose mostly 114 µM), for the others: at the top dose activity change, negative = inhibition, most hits filed as inhibitors | hit rate 4.4% among 390,000 | AID 504339, 2011 | AlphaScreen JMJD2A-Tudor / H3K4me3 peptide binding; note: potency is the fitted concentration of half-maximal effect; % is set by controls: 0 for no effect and ±100 for the full control effect; nearly all actives have a fitted effect of over 50% in size
G9a inh: qHTS Assay for Inhibitors of Histone Lysine Methyltransferase G9a; Histone-lysine N-methyltransferase EHMT2 (Homo sapiens), Q96KQ7; G9a H3K9 monomethylation, AlphaScreen, 2 h; Potency, µM (series often up to 102 µM), without a hit: at the highest dose activity, negative = inhibition, most hits filed as inhibitors; hit rate 8.8% among 350,000; AID 504332, 2011; note: potency is the fitted concentration of half-maximal effect; % is set by controls: 0 for no effect and ±100 for the full control effect; nearly all actives have a fitted effect of over 75% in size
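AlphaScreen read-out: biotin-H3K9 peptide (500 nM) methylation by 20 nM enzyme with 20 uM SAM, 2 h at room temperature after 15 min compound preincubation; anti-monomethyl H3K9 antibody plus donor/acceptor beads, 10 min dark.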
Starred values were filed as active, the others as inactive; ? = inconclusive; nt = no result given; & = joins results of further samples; [ ] = another dose, or the depositor's remark. Unless noted, calls come from the whole dose curve; as a rule, active = well fitted curve in the direction sought with a large enough effect; inconclusive = small, poorly fitted or top-dose-only effect, or another doubt; inactive = no such curve, though single readings can be large; an effect the other way counts as inactive or inconclusive. Not all compounds are listed. The share of hits here may be higher or lower than overall.

SMILES | BAZ2B block | HP1b binding inh | RGS4 inh | GLS inh | ALOX12 inh | PI4K2A block | ERG-DNA inh | JMJD2A Tudor | G9a inh
O=C(c1ccc(Cl)cc1[N+](=O)[O-])N1CCOCC1 | -4% | 10% | 4% | 13% | -45% | -19 | -2% | -10% | 14%[59 µM]
CC(C)(C)[C@H]1C=C(C(N)=O)O[C@@H](OCc2ccc(CO)cc2)C1 | -1% | 36% | -10% | -2% | 0% | -3 | -6% | 3% | 25%[59 µM]
CCN(CC)c1ccc(NC(=O)CSc2nc3nc(C)cc(C)c3c(=O)[nH]2)cc1 | 45µM* | ? | -10% | 12% | -1% | -7 | -1% | 45µM* | 40µM*
COC(OC)c1ccc(C#N)c(SCc2ccc(C)cc2)n1 | 239%[activator] | 108%[activator] | -5% | 4% | 0% | -1 | -3% | 91%[activator] | nt
CC1Cc2c([nH]c3ccccc23)C(=O)N1 (stereo unspecified) | 5% | 32% | -5% | -5% | 3% | -22 | ? | -1% | nt
Cc1cccc(C)c1NC(=O)CNC(=O)C(C)NC(C)c1ccccc1Br (stereo unspecified) | 5% | 33% | -35% | -1% | 424%[activator] | -6 | 1%[15.4 µM] | -8% | 10%[12.7 µM]
CC1(C)CC(=O)c2sc(NC(=O)Cc3cccs3)nc2C1 | -1% | 42%[activator] | 22% | -1% | 3% | 1 | -14% | 0% | -7%[59 µM]
Cc1ccc(OC(=S)Nc2ccc(O)cc2)cc1 | 8% | 22% | 3%[11.4 µM] | 57%[activator] | ? | 0 | -11% | -5%[11.4 µM] | ?
COc1ccc(-c2nc3ccccc3o2)cc1NC(=O)COc1c(C)cc(Cl)cc1Cl | -2% | 37% | 20% | 0% | -6% | -5 | 3% | -1% | -33%[59 µM]
COC(C)c1oc2c(C)c3oc(=O)cc(C)c3cc2c1C (stereo unspecified) | nt | 2% | 13% | 6% | -14% | 3 | 3% | -9% | nt
CC(=O)c1cccc(NC(=O)/C=C/c2ccc(S(=O)(=O)N3CCOCC3)cc2)c1 | nt | 18% | -15% | -1% | 406%[activator] | 4 | -7% | -8% | nt
O=C(Nc1ccccc1)Nc1ccncc1 | -18% | 24% | -28% | 6% | 0% | -1 | 5% | 10% | 26%
NC(=O)C1CCN(c2ncc(C(F)(F)F)cc2Cl)CC1 | -3% | 41%[activator] | -31% | -4% | 4% | -2 | 1% | 1% | -5%
CN(Cc1ccccc1)/C(=N/O)c1cccc(Cl)c1 | -7% | 27% | 11% | 17% | 0% | 1 | 9% | -7% | 0%
CCCN(CCC)CCCNC(=O)c1ccc(CS(=O)(=O)c2c(Cl)cccc2Cl)o1 | -6% | 28% | -12% | -4% | 0% | -1 | 11% | -8% | -4%

Shown as a hit in G9a inh (from the list above):
SMILES | BAZ2B block | HP1b binding inh | RGS4 inh | GLS inh | ALOX12 inh | PI4K2A block | ERG-DNA inh | JMJD2A Tudor | G9a inh
CCN(CC)c1ccc(NC(=O)CSc2nc3nc(C)cc(C)c3c(=O)[nH]2)cc1 | 45µM* | ? | -10% | 12% | -1% | -7 | -1% | 45µM* | 40µM*

Filtered by structure, the compounds so far with an aryl thioether with sulfur outside any ring
SMILES | BAZ2B block | HP1b binding inh | RGS4 inh | GLS inh | ALOX12 inh | PI4K2A block | ERG-DNA inh | JMJD2A Tudor | G9a inh
CCN(CC)c1ccc(NC(=O)CSc2nc3nc(C)cc(C)c3c(=O)[nH]2)cc1 | 45µM* | ? | -10% | 12% | -1% | -7 | -1% | 45µM* | 40µM*
COC(OC)c1ccc(C#N)c(SCc2ccc(C)cc2)n1 | 239%[activator] | 108%[activator] | -5% | 4% | 0% | -1 | -3% | 91%[activator] | nt

2 of the compounds above, as labelled records.
CCN(CC)c1ccc(NC(=O)CSc2nc3nc(C)cc(C)c3c(=O)[nH]2)cc1
  BAZ2B block: 45µM*; HP1b binding inh: ?; RGS4 inh: -10%; GLS inh: 12%; ALOX12 inh: -1%; PI4K2A block: -7; ERG-DNA inh: -1%; JMJD2A Tudor: 45µM*; G9a inh: 40µM*

COC(OC)c1ccc(C#N)c(SCc2ccc(C)cc2)n1
  BAZ2B block: 239%[activator]; HP1b binding inh: 108%[activator]; RGS4 inh: -5%; GLS inh: 4%; ALOX12 inh: 0%; PI4K2A block: -1; ERG-DNA inh: -3%; JMJD2A Tudor: 91%[activator]; G9a inh: nt

The list goes on:
SMILES | BAZ2B block | HP1b binding inh | RGS4 inh | GLS inh | ALOX12 inh | PI4K2A block | ERG-DNA inh | JMJD2A Tudor | G9a inh
Cn1c(C(=O)NCc2ccccc2F)cc2oc3ccccc3c21 | 6% | 40%[activator] | 16% | 1% | -24% | 3 | -1% | 1% | 4%[59 µM]
COc1cccc2cc(C(=O)N(C)C3CCN(C)CC3)c(=O)oc12 | 4% | 23% | -12% | 3% | 3%&0% | -17 | -4% | -20% | -13%[59 µM]
CCCN1C2=NCCN2c2cc(C)c(C)cc21 | 11% | 22% | 16% | 21% | -3% | 3 | -6% | -11% | -45%[59 µM]
CCOc1ccc(OCCC(=O)OCC(=O)Nc2cccc(S(=O)(=O)N3CCCCC3)c2)cc1 | nt | 10% | 22% | 0% | 2% | -1 | -2% | ? | nt
O=C(NCCc1ccccc1)c1cc(-c2ccccc2)nc2n[nH]c(-c3ccccc3)c12 | -3% | 18% | 16% | -3% | 5% | 2 | 0% | -20% | 0%[59 µM]
C=CCN(C(=O)c1csnn1)C(C(=O)NC1CCCC1)c1ccccc1F (stereo unspecified) | -1% | -12% | 3% | -1% | 1% | 0 | 0% | -15% | -7%
COc1ccc(CN(CCC(c2ccccc2)c2ccc(OC(C)C)cc2)C(=O)CCl)cc1OC (stereo unspecified) | -25% | 7% | -26% | -10% | -28% | 21 | -6% | -32% | ?
CN(Cc1nc(-c2cnccn2)no1)Cc1n[nH]c2c1CCCC2 | -21% | 14% | 16% | -3% | 17% | 7 | 1% | -9% | ?
Cc1cc(C)cc(OCC(=O)Nc2c(C(=O)c3ccccc3)oc3ccccc23)c1 | -1% | 46%[activator] | -14% | 5% | -16% | -1 | -3% | 13% | -1%[59 µM]
COc1ccc(N2CCN(C(=O)CCc3nnc4ccc(N5CCOCC5)nn34)CC2)cc1 | -8% | 47%[activator] | -10%[11.4 µM] | 36%[activator] | -16% | 1 | -1% | -6% | nt
Cc1cc(Br)c(OCc2ccc(C(=O)N/N=C3\CC(=O)CC(C)(C)C3)cc2)c(Br)c1 | 3% | 17% | -6% | 5% | 13% | -5 | -3% | -17% | ?
CCN1CCN(c2nn3c(=O)c4ccccc4nc3c3ccccc23)CC1 | -2% | 15% | 2% | -6% | 30%[activator] | 0 | 2% | 5% | 8%
COc1ccccc1C(CNC(=O)CNC(=O)c1ccc(Cl)c(Cl)c1)N1CCCC1 (stereo unspecified) | 9% | 11% | -50% | 12% | 156%[activator] | 2 | nt | -21% | 15%[59 µM]
CC(C)(C)c1ccc(NC(=O)COC(=O)c2ccc3ncsc3c2)cc1 | 3% | -27% | -8% | 8% | -10% | -3 | 9% | -20% | -81%[12.7 µM]
Cc1ccc(C)c(N(C(=O)c2csnn2)C(C(=O)NC2CCCCC2)c2ccccn2)c1 (stereo unspecified) | 6% | 37% | -8% | -1% | -27% | 0 | 5% | -5% | -2%
COc1ccc(NC(=O)N2CCCC(CNS(=O)(=O)c3cccs3)C2)c(C)c1 (stereo unspecified) | -9% | 28% | -12% | -8% | 50%[activator] | -3 | 0% | -9% | nt
Brc1ccc(/C=N/Nc2nc3ccccc3o2)cc1 | -27% | 44%[activator] | -12% | 2% | ? | -4 | 3% | -14% | 28µM*
CCCN(CC(=O)Nc1ccccc1OC)C(=O)c1ccc(COc2ccccc2)o1 | 11% | 18% | -1% | -4% | 1% | 8 | 3% | -24% | 18%[12.7 µM]
COC(=O)c1ccc(C2c3c(-c4ccccc4O)n[nH]c3C(=O)N2Cc2cccnc2)cc1 (stereo unspecified) | -15% | 8% | -4% | 1% | -21%&-21% | 0 | 3% | ? | -4%[59 µM]
COc1ccc(N=Nc2ccc(CO)cc2)cc1 | nt | -30% | 7% | 4% | 3% | -4 | 12% | ? | nt
CCOc1ccc(-c2nnc(-c3cccs3)o2)cc1 | -28% | 42%[activator] | -50% | -7% | 0% | -12 | -4% | -16% | 11%
COCCSc1ccccc1C(=O)Nc1cc(C)ccn1 | 5% | 32% | 16% | -5% | -3% | 0 | -8% | 3% | -22%
